Source: PubChem
Pol beta inh – inhibitors of human DNA polymerase beta; P06746; Pol beta primer extension/strand displacement, fluorescence kinetic; Potency, µM (titrated, usually from 114 µM), for inactives: at the highest dose activity change, negative = inhibition, hits mostly inhibitors; 1.3% of 340,000 active; further: on the % scale 0 is the no-effect control and ±100 the full control effect
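Pol beta (10 nM) and compounds were preincubated 15 min at room temperature, then 50 nM substrate (final) started primer extension/strand displacement. Reads were taken at 0 and 10 min; concentration-response data were fitted to a four-parameter Hill equation.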
Anesthetic bind – binds horse apoferritin like a general anesthetic. apoferritin/1-aminoanthracene competitive binding, fluorescence. Potency, µM (highest dose often 77.5 µM), for the others: at the highest dose activity change, negative = displacement, usual class: inhibitors. 0.074% of 350,000 active; further: on the % scale 0 is the no-effect control and ±100 the full control effect; nearly all actives have a fitted effect of over 20% in size
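10 uM apoferritin + 50% sat. 1-AMA, PBS; cpd 10 min RT; Ex380/Em535 endpoint; normalized to free probe vs complex; 4-param Hill fit; propofol titration as pos. ctrl.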
BLM inh – Bloom syndrome helicase (human) inhibition; P54132; recombinant BLM DNA unwinding, fluorescence dequenching; Potency, µM (highest dose often 56.1 µM), for inactives: at the top dose activity change, negative = inhibition, hits mostly inhibitors; 0.2% of 350,000 active;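 further: plate controls were vehicle for no effect and no enzyme for full effect; nearly all actives have a fitted effect of over 35% in size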
APEX1 inh – APE1 (human) endonuclease inhibition; recombinant APE1, TAMRA/BHQ-2 abasic DNA cleavage fluorescence; Potency, µM (titrated, usually from 65.8 µM), for the others: at the top dose activity change, negative = inhibition, actives largely listed as inhibitors; 0.35% of 350,000 active; AID 2517;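 further: plate controls were vehicle for no effect and reference inhibitor for full effect; nearly all actives have a fitted effect of over 55% in size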
Target sequence (P27695 whole entry, looked up): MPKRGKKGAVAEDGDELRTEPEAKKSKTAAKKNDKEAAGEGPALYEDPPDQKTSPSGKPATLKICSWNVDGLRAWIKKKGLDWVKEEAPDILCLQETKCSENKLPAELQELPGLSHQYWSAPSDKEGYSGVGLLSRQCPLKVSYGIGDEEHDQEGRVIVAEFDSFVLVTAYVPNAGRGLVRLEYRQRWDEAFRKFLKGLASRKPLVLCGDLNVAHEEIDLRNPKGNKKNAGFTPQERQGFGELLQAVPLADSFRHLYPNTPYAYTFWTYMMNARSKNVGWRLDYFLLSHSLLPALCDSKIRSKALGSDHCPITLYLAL
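APE1 at 0.75 nM final was preincubated with compound 15 min at room temperature, then 50 nM double-stranded THF abasic-site substrate (5'-TAMRA/3'-BHQ-2) was added. Fluorescence (ex 525/em 598 nm) was read kinetically; third-minus-first read gave activity.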
POLH inh – blocks human DNA polymerase eta activity. Potency, µM (doses to about 114 µM), for inactives: at the highest dose activity change, negative = inhibition, usual class: inhibitors. recombinant Pol eta, fluorescent DNA replication assay. Q9Y253. 1.2% of 390,000 active; further: on the % scale 0 is the no-effect control and ±100 the full control effect
Target sequence (Q9Y253 whole entry, looked up): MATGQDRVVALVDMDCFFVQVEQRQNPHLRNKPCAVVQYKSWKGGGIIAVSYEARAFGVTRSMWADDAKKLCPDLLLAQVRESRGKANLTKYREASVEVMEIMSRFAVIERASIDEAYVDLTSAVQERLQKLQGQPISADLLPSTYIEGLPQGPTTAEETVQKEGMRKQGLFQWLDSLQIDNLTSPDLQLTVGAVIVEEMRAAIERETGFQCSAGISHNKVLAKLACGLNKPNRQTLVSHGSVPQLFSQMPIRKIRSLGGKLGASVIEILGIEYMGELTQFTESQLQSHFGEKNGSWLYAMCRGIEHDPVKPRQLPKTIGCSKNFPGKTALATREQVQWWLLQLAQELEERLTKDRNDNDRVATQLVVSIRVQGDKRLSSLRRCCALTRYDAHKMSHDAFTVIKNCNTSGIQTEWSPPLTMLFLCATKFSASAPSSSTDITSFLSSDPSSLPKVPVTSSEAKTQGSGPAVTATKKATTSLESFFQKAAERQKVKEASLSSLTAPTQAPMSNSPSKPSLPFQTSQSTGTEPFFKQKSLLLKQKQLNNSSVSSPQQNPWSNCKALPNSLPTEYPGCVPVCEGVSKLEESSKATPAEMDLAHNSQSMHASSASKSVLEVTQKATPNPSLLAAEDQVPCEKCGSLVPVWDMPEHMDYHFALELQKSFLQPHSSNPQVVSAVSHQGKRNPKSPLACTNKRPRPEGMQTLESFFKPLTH
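Pol eta (10 nM) was preincubated with compounds for 15 min at room temperature, after which fluorescent replication substrate (50 nM final) was added to start the reaction. Fluorescence was read kinetically at 0 and 10 min.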
BAZ2B block – blocks human BAZ2B; Q9UIF8; AlphaScreen BAZ2B-H3K14Ac peptide displacement; Potency, µM (series often up to 114 µM), for inactives: top-dose activity change, negative = inhibition, usual class: inhibitors; 4.4% of 360,000 active; AID 504333; further: on the % scale 0 is the no-effect control and ±100 the full control effect; nearly all actives have a fitted effect of over 60% in size
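AlphaScreen luminescence quantifies BAZ2B engagement of H3K14Ac peptide; the protein and biotinylated peptide are both at 50 nM final, buffer PBS pH 7.4 with 0.01% Tween-20, all steps at room temperature.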
Pol iota inh – inhibitors of human DNA polymerase iota; Q9UNA4; Pol iota fluorescent replication assay, 10 min; Potency, µM (doses to about 115 µM), for the others: at the top dose activity, negative = inhibition, hits mostly inhibitors; 1% of 390,000 active
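Pol iota at 10 nM preincubated 15 min with compounds at room temperature; reaction started with fluorescent substrate, 50 nM final. Fluorescence read kinetically at 0 and 10 min; buffer-only wells as negative control.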
G9a inh – G9a (human) methyltransferase inhibition; G9a H3K9 monomethylation, AlphaScreen, 2 h; Potency, µM (doses to about 102 µM), inactives show at the top dose activity, negative = inhibition, actives largely listed as inhibitors; 8.8% of 350,000 active; further: on the % scale 0 is the no-effect control and ±100 the full control effect; nearly all actives have a fitted effect of over 75% in size
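Enzyme 20 nM + cpd, 15 min RT; add b-H3K9 pep 500 nM / SAM 20 uM; 2 h RT; anti-H3K9me1 Ab 0.5 ug/mL + SA donor / anti-rabbit acceptor beads 20 ug/mL each, 10 min; AlphaScreen read.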
POLK inh – blocks human DNA polymerase kappa activity; Q9UBT6; purified Pol kappa, fluorescent DNA synthesis assay, 10 min; Potency, µM (highest dose often 107 µM), inactives show at the highest dose activity, negative = inhibition, usual class: inhibitors; 0.53% of 400,000 active; further: on the % scale 0 is the no-effect control and ±100 the full control effect
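50 nM final substrate added after 15 min RT preincubation of 10 nM Pol kappa with compound; fluorescence read at 0 and 10 min.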
Starred values were filed as active, the others as inactive; ? = inconclusive; . = not tested or not shown; & = joins results of further samples; [ ] = another dose, or the depositor's remark. The call rests on the fitted dose curve; in most records, active means well fitted curve in the direction sought with a large enough effect; inconclusive means small, poorly fitted or top-dose-only effect, or another doubt; inactive means no such curve, though single readings can be large; an effect the other way counts as inactive or inconclusive. Potency means the concentration at half of the fitted maximal effect. The list is partial. The share of hits here may be higher or lower than overall.

[1] Cc1csc(NC(=O)C2CCCN(S(=O)(=O)c3ccc(Br)s3)C2)n1 (stereo unspecified)
[2] Cc1cc(=O)n(CC=C(Cl)Cl)c2ccccc12
[3] Cc1ccc(S(=O)(=O)N2CCC(C(=O)OCc3c(C)noc3C)CC2)cc1C
[4] CCN(CC)CC(=O)Nc1ccc(C)cc1Br
[5] CCC(C)(C)NC(=O)Nc1cc(Cl)ccc1OC
[6] Cc1cc(NS(=O)(=O)c2ccc(NC(=O)C(CC(C)C)N3C(=O)c4ccccc4C3=O)cc2)nc(C)n1 (stereo unspecified)
[7] Cc1c(C2(O)CCCCC2)[nH]c2ccc(C(F)(F)F)cc12
[8] O=c1oc(-c2ccc([N+](=O)[O-])cc2)nc2ccc(O)cc12

Assay by compound	1	2	3	4	5	6	7	8
Pol beta inh	5%	-12%	.	-5%	18%	26%	.	0%
Anesthetic bind	-24%	?	.	-17%	-2%	-20%	.	-7%
BLM inh	-17%	-7%	.	-3%	-4%	-1%	.	-4%
APEX1 inh	-3%	-5%	10%	-5%	-2%	-6%	33%	4%
POLH inh	-19%	-6%	-5%	-13%	-17%	-11%	-21%	-9%
BAZ2B block	-14%	10%	6%	-23%	-4%	-28%	.	?
Pol iota inh	-10%	1%	18%	-12%	-22%	7%	-4%	-9%
G9a inh	?	3%	40µM*	-13%[59 µM]	8%	?	.	40µM*
POLK inh	-6%	-6%	2%	3%	-5%	-5%	-5%	0%

[9] COc1cc(C(=O)Nc2nnc(SCC(=O)NCC3CCCO3)s2)cc(OC)c1OC (stereo unspecified)
[10] O=C(COC(=O)CSc1ccc(Cl)cc1)Nc1ccc2[nH]c(=O)[nH]c2c1
[11] Nc1cc(=O)n(Cc2ccccc2)c(=O)n1-c1ccc(Cl)cc1
[12] O=C(CCNC(=O)c1ccc(Cl)cc1)Nc1nc2ccccc2[nH]1
[13] C=CC[N+]1(CC#CCOC(c2ccccc2)c2ccccc2)CCOCC1
[14] O=C(O)CC(CC(=O)N1CCOCC1)c1ccccc1 (stereo unspecified)
[15] Nc1nc(Nc2ccccc2Cl)cc(=O)[nH]1
[16] COc1ccc(/C=N/Nc2nc(=O)[nH]nc2C)cc1[N+](=O)[O-]

Assay by compound	9	10	11	12	13	14	15	16
Pol beta inh	29%	.	-14%	.	0%	31%	11%	-7%
Anesthetic bind	-1%	.	-4%	.	-7%	5%	-14%	6%
BLM inh	-3%	.	-15%	.	0%	0%	-1%	-3%
APEX1 inh	18%	-5%	-3%	-2%	4%	-14%	5%	1%
POLH inh	-22%	-6%	-14%	-13%	2%	-2%	0%	-2%
BAZ2B block	?	.	1%	.	12%	-6%	-2%	2%
Pol iota inh	32%[activator]	-1%	38%[activator]	16%	-10%[58.9 µM]	-22%	-4%	38%[activator]
G9a inh	71µM*	.	4%	.	-7%[59 µM]	-13%	11%[12.7 µM]	?
POLK inh	1%	-10%	1%	-13%	6%	-7%	-1%	-16%

[17] O=C(CSc1ncn[nH]1)Nc1ccccc1Sc1ccc(Cl)cc1
[18] COC(=O)c1ccc(NC(=O)C(=O)N2CCN(C(=S)NCCc3ccccc3)CC2)cc1
[19] CCCOc1cccc(C2C(C(=O)c3ccco3)=C(O)C(=O)N2CCN(CC)CC)c1 (stereo unspecified)
[20] COc1ccccc1NC(=O)CON=C(N)CC(=O)NC1CCCCC1
[21] O=C(NCc1ccco1)C(c1ccccc1)N(C(=O)Cc1cccs1)c1ccccc1 (stereo unspecified)
[22] CC(C)(C)c1ccc(NC(=O)C(=O)C2C(=O)Nc3ccccc32)cc1 (stereo unspecified)
[23] Cc1ccc(N=Nc2ccc(C)cc2NC(=O)Nc2ccccc2F)cc1
[24] Cc1ccc(-n2nnc(-c3nccn3C)n2)cc1

Assay by compound	17	18	19	20	21	22	23	24
Pol beta inh	10%	2%	24%	.	20%	33%	5%	6%
Anesthetic bind	-22%	-20%	-12%	.	-9%	-6%	1%	-12%
BLM inh	-1%	-4%	0%	.	2%	-6%	-1%	-3%
APEX1 inh	-10%	1%	1%	0%	3%	12%	-2%	0%
POLH inh	1%	-10%	-9%	-8%	10%	-11%	-8%	-12%
BAZ2B block	?	-1%	0%	-4%	9%	13%	?	-20%
Pol iota inh	-3%	8%	1%	-20%	-5%	-9%	2%	41%[activator]
G9a inh	93%[activator][59 µM]	24%[59 µM]	?	15%[12.7 µM]	-4%[59 µM]	-7%	7%[12.7 µM]	-5%[12.7 µM]
POLK inh	-2%	-4%	5%	0%	-3%	-9%	8%	0%

In a second layout: entries from further up
# | Structure | Pol beta inh | Anesthetic bind | BLM inh | APEX1 inh | POLH inh | BAZ2B block | Pol iota inh | G9a inh | POLK inh
22 | CC(C)(C)c1ccc(NC(=O)C(=O)C2C(=O)Nc3ccccc32)cc1 (stereo unspecified) | 33% | -6% | -6% | 12% | -11% | 13% | -9% | -7% | -9%
20 | COc1ccccc1NC(=O)CON=C(N)CC(=O)NC1CCCCC1 | . | . | . | 0% | -8% | -4% | -20% | 15%[12.7 µM] | 0%

(more compounds)
[25] Cn1c(NNC(=O)c2ccccc2F)cc(=O)n(C)c1=O
[26] COc1ccc(S(=O)(=O)N2CCN(CC(=O)Nc3cccc(F)c3)CC2)cc1
[27] CCc1ccc(NC(=O)C(=O)N/N=C(\C)CC(=O)NCCOC)cc1
[28] CCCCc1nc2cc(C(=O)NCc3cn(C)nc3C)ccc2o1
[29] Cc1cccc(C(=S)N2CCOCC2)n1
[30] Cc1ccc([N+](=O)[O-])cc1S(=O)(=O)Nc1ccc(C(=O)N2CCN(C(=O)c3ccco3)CC2)cc1
[31] CC(=O)Nc1ccc(NS(=O)(=O)c2c(C)nc3sccn3c2=O)cc1
[32] CC(C)(C)N(NC(=O)OCc1ccccc1)C(=O)c1ccccc1Cl

Assay by compound	25	26	27	28	29	30	31	32
Pol beta inh	21%	9%	2%	26%	.	.	-2%	48%
Anesthetic bind	1%	-16%	-13%	-9%	.	.	1%	-14%
BLM inh	-7%	-4%	0%	-5%	.	.	3%	3%
APEX1 inh	-8%	-1%	-4%	-10%	14%	-45%	.	14%
POLH inh	-20%	-17%	-17%	-18%	-7%	22µM*	-21%	-26%
BAZ2B block	3%	7%	11%	-31%	-4%	?	-3%	8%
Pol iota inh	39%[activator]	26%	15%	47%[activator]	12%	?	12%	?
G9a inh	.	-3%	7%	-7%	1%[12.7 µM]	-11%[2.33 µM]	-4%[59 µM]	21%[59 µM]
POLK inh	-5%	-12%	11%	-13%	-7%	?	0%	?

[33] CC(C)Cn1c(SCC#N)nc2ccccc2c1=O
[34] CCOC(=O)N1CCC2(CC1)OC(=O)C(C)=C2C(=O)NCc1cccc(F)c1
[35] O=C(Nc1ccc(-c2nnc(-c3ccco3)o2)cc1)C(c1ccccc1)c1ccccc1
[36] CCN(CC)c1cc(Cl)nc(N)n1
[37] CCNC(=O)NC(=O)C(C)OC(=O)Cc1coc2cc3c(cc12)CCC3 (stereo unspecified)
[38] Cc1ccc(CCNC(=O)C2COc3ccccc3C2)cc1 (stereo unspecified)
[39] CCOC(=O)c1[nH]ncc1CN1CCCC(C(=O)c2cc(Cl)ccc2OC)C1 (stereo unspecified)
[40] Cc1ccc(-n2[nH]c(C)c(C=Nc3ccc4[nH]c(=O)[nH]c4c3)c2=O)cc1C

Assay by compound	33	34	35	36	37	38	39	40
Pol beta inh	4%	23%	-1%	3%	?	31%	4%	-10%
Anesthetic bind	-20%	2%	-21%	-8%	-10%	9%	-10%	3%
BLM inh	-2%	-1%	-5%	-4%	-2%	1%	-5%	0%
APEX1 inh	-4%	.	0%	4%	-5%	.	8%	6%
POLH inh	-14%	1%	?	-19%	-4%	-9%	-15%	-9%
BAZ2B block	9%	1%	-5%	-2%	-8%	0%	-16%	-7%
Pol iota inh	-6%&16%	-4%	12%	20%	3%	-6%	-15%	-11%
G9a inh	23%	12%[59 µM]	-29%[59 µM]	.	7%	12%[59 µM]	7%	-10%[12.7 µM]
POLK inh	-6%&-9%	-4%	-3%	7%	-2%	-7%[60.1 µM]	-2%	-11%

3 successive entries already listed, quoted:
[1] Cc1csc(NC(=O)C2CCCN(S(=O)(=O)c3ccc(Br)s3)C2)n1 (stereo unspecified)
[2] Cc1cc(=O)n(CC=C(Cl)Cl)c2ccccc12
[3] Cc1ccc(S(=O)(=O)N2CCC(C(=O)OCc3c(C)noc3C)CC2)cc1C

Assay by compound	1	2	3
Pol beta inh	5%	-12%	.
Anesthetic bind	-24%	?	.
BLM inh	-17%	-7%	.
APEX1 inh	-3%	-5%	10%
POLH inh	-19%	-6%	-5%
BAZ2B block	-14%	10%	6%
Pol iota inh	-10%	1%	18%
G9a inh	?	3%	40µM*
POLK inh	-6%	-6%	2%

Carrying on:
[41] COCCN1C(=O)c2ccccc2C(C(=O)NCCN(C)C)C1c1ccc(F)cc1 (stereo unspecified)
[42] Cc1ccc(Nc2n[nH]c(C)c2[N+](=O)[O-])cc1
[43] CCCc1cc(=O)oc2cc(OCC(=O)N3CCOCC3)c(Cl)cc12
[44] Cc1ccc(NC(=O)Nc2cnccn2)c(C)c1
[45] Cc1ccc(S(=O)(=O)N/N=C\C=C\c2ccccc2)cc1

Assay by compound	41	42	43	44	45
Pol beta inh	1%	8%	48%	64%	27%
Anesthetic bind	-8%	-6%	6%	-5%	-6%
BLM inh	-2%	-11%	2%	-3%	0%
APEX1 inh	-11%	1%	-7%	1%	17%
POLH inh	10%	-10%	0%	-2%	-9%
BAZ2B block	-19%	?	-1%	21%	1%
Pol iota inh	14%	2%	13%	-14%	0%
G9a inh	-1%	16%[59 µM]	-1%	.	?
POLK inh	-13%	-7%	-6%	-4%	-8%
